# Screening data as filed in PubChem.
# ABHD5 PLIN5 PPI – ABHD5-PLIN5 protein interaction inhibition; Q00G26+Q8WTS1; Split G. princeps luciferase complementation, luminescence, 4 h; inhibition, % at 4 µM; hit rate 0.78% among 360,000;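 active = inhibition above the mean inhibition across every tested compound plus 3 SD, cut at about 22% in these data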;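 note: 0% = DMSO only wells and the 100% control is not disclosed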
# NOD2 RIPK2 PPI – inhibitors of human NOD2-RIPK2 interaction | O43353 | CHO BLA complementation NOD2-RIPK2, CCF4 ratio | inhibition, % at 4.98 µM | hit rate 0.38% among 360,000; in the data active = inhibition above about 21%;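 note: 0% = vehicle only and 100% = reference blocker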
# Target sequence (O43353 whole entry, looked up): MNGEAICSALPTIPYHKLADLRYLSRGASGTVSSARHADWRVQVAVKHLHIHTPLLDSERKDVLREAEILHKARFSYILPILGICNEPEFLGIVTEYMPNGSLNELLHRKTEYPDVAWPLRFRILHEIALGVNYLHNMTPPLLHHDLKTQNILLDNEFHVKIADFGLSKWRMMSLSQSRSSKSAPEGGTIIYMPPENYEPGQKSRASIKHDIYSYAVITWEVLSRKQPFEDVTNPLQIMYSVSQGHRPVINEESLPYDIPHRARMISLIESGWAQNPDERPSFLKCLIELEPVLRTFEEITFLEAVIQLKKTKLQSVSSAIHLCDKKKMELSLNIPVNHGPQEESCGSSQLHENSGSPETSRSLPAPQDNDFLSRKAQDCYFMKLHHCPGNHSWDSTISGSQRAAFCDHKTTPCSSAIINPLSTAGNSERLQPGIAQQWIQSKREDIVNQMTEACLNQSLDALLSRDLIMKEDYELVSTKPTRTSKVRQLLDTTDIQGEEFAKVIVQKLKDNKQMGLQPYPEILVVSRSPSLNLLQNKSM
# TLR9-MyD88 inh – blocks human TLR9 binding to MyD88. hit rate 0.21% among 340,000. AID 504734. CHO BLA complementation TLR9-MyD88, CCF4 FRET ratio. inhibition, % at 4.98 µM;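 active = inhibition above the mean over all tested compounds plus 3 SD, cut at about 21% in these data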;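 note: 0% = DMSO only wells and 100% = clavulanate BLA inhibitor control wells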
# m5-HT2A agonist – mouse HTR2A agonism via beta-arrestin recruitment. P35363. CHO-K1 mHTR2A beta-arrestin complementation, luminescence; percent of 30 µM serotonin response. activation, % at 7.6 µM. hit rate 0.66% among 360,000. AID 624169;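 active = activation above a run cutoff, the mean activation of all tested compounds plus 3 SD, cut at about 14% in these data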;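 note: 0% = plate median of compound wells and 100% = 30 µM serotonin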
# Target sequence (P35363 whole entry, looked up): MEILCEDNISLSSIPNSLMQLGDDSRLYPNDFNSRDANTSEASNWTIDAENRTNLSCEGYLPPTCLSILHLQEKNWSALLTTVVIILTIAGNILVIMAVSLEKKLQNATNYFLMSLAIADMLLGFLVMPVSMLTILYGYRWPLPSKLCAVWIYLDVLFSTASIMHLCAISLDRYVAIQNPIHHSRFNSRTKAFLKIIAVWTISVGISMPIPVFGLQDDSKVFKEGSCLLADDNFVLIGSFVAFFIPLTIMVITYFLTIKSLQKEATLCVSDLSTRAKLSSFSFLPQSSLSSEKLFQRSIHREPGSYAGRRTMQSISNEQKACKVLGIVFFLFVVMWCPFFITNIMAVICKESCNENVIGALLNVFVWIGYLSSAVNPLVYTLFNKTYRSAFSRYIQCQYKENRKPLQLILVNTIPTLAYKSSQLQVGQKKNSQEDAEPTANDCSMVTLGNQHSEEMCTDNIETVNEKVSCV
# MC4R ag barr – human MC4R agonism via beta-arrestin. U2OS MC4R beta-arrestin complementation, luminescence; percent of melanotan II response, DMSO zero. activation, % at 8.9 µM. hit rate 0.98% among 360,000. AID 540308;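 active = activation above a per-plate cutoff, the mean activation of sample wells on that plate plus 3 SD, cut at about 8% in these data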
# ABCB6 inh 2 – blocks the human ABCB6 transporter | Q9NP58 | K562-ABCB6 porphyrin accumulation, flow cytometry, 1 h; active compounds read low | hit rate 0.19% among 360,000 | fluorescence ratio to DMSO, % at 10 µM | AID 602162;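 active = fluorescence ratio to DMSO below 75%, the collection mean minus 3 SD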;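 note: signal is porphyrin accumulated inside mitochondria; 100% equals median channel fluorescence of DMSO control wells; lower ratio means ABCB6 inhibition with less porphyrin fluorescence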
# Cardio protect – protects H9c2 cardiomyocytes from peroxide injury | H2O2 injury protection, ATPLite, 2 h | protection from H2O2 cell death, % at 20 µM | hit rate 0.63% among 360,000 | AID 588492;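 active = compounds giving at least 50% protection of heart cells from peroxide-induced death in the single-dose screen, raw or plate-pattern-corrected value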;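 note: 0% = DMSO wells with peroxide and 100% = DMSO wells without peroxide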
# SRC2 inh – human SRC2 (NCOA2) inhibition. AID 651957. inhibition, % at 9 µM. Q15596. HEK293 GAL4-SRC2 luciferase reporter, luminescence. hit rate 0.17% among 370,000;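 active = inhibition above the mean inhibition of all tested compounds plus 3 SD, set per campaign, cut at about 52% in these data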;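 note: 0% = DMSO treated cells and 100% = cells given Gossypol at 36 µM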
# Glyco luc inh – N-linked glycosylation inhibition; D54 ERlucT glycosylation luciferase reporter, 24 h; percent of 100 nM tunicamycin response; reporter increase, % at 12.5 µM; AID 588692; hit rate 0.23% among 360,000;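 active = mean luciferase reporter signal, scaled so untreated is 0 and the glycosylation-blocking control 100, at or above a set limit in every replicate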;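 note: luciferase carries N-glycosylation sites so blocking glycosylation raises the light; 0% = median of neutral control wells and 100% = median of 100 nM tunicamycin wells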
# MC4R antagonist – human MC4R antagonism in cAMP assay; hit rate 0.48% among 360,000; P32245; MC4R-expressing cells, MTII-stimulated cAMP, LANCE TR-FRET; AID 540295; inhibition, % at 6.5 µM;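 active = inhibition above its plate's cutoff, the mean of tested wells on that plate plus 3 SD, cut at about 29% in these data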;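 note: 0% = Melanotan II alone and 100% = Melanotan II plus saturating MCL0020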
#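 Assay system: U2OS cells stably expressing human melanocortin 4 receptor (MC4R) / Dosing: 6.5 µM / Timing: compound 30 min, challenge 1 h, detection 1 h / Measured by: Eu-cAMP/anti-cAMP TR-FRET, emission 671 nm / Replicates: singlicate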
# The depositor's hits bear a star; / = not tested or not shown.
SMILES,ABHD5 PLIN5 PPI,NOD2 RIPK2 PPI,TLR9-MyD88 inh,m5-HT2A agonist,MC4R ag barr,ABCB6 inh 2,Cardio protect,SRC2 inh,Glyco luc inh,MC4R antagonist
CC1CCCC(NC(=O)c2cccc(S(=O)(=O)N3CCN(c4ccccc4)CC3)c2)C1C (configuration not stated),0.3,7.3,4.4,-6.0,-3.3,99.0,-22.2,-24.0,-5.7,2.5
O=C(Cn1c(=O)[nH]c2ccsc2c1=O)NC1CCCCC1,3.1,-2.5,-3.4,-2.3,3.0,97.0,6.1,-5.7,1.2,12.9
Cc1nc(SCC(=O)N2CCOCC2)c2c3c(sc2n1)CCC3,4.0,-0.2,1.0,4.7,0.9,92.0,-4.7,-11.9,-4.2,1.7
COc1ccc(N2C(=O)C3CCCN3C2c2ccc(C)o2)cc1Cl (configuration not stated),2.0,2.5,8.7,1.3,-1.5,98.0,6.0,6.6,0.7,1.3
O=C(Nc1ccc(N2CCN(C(=O)c3ccco3)CC2)c(Cl)c1)c1c(F)c(F)c(F)c(F)c1F,1.4,6.7,-3.5,0.0,-1.1,89.0,3.1,10.0,-5.2,22.8
Cc1cc(=O)oc2cc(O)cc(OCc3ccccc3)c12,-12.9,1.5,-10.1,-0.5,6.8,95.0,-10.2,10.6,-3.4,-10.7
O=C(NNS(=O)(=O)c1ccc(Cl)cc1)c1cnn(-c2ccccc2)c1-n1cccc1,-1.6,0.6,-2.6,6.7,1.7,89.0,-2.8,-25.1,2.2,-1.6
O=[N+]([O-])c1cc([N+](=O)[O-])c(Oc2cc(Cl)cc(Cl)c2)cc1NN1CCCCC1,-20.0,3.4,0.0,-2.1,0.3,98.0,-11.5,-24.5,-4.9,-0.6
O=C(NCC(c1ccco1)N1CCc2ccccc2C1)c1c(F)cccc1F (configuration not stated),-4.0,5.0,-13.9,-5.5,3.5,99.0,1.6,-21.1,-3.4,5.2
CCCNC(=O)C1CCN(S(=O)(=O)c2cccs2)CC1,3.5,-5.8,-0.1,-1.8,0.6,95.0,-7.0,11.7,0.0,2.1
O=C(Cc1ccccc1)N1CCNCC1,-0.7,-2.6,-4.1,5.1,-0.9,106.0,5.5,6.6,-1.3,12.6
C=CCN(CC=C)CCOc1ccccc1[N+](=O)[O-],5.0,1.5,-1.7,4.0,-1.6,102.0,4.4,13.1,0.3,21.7
CC(=O)c1ccc(OCCCC(=O)OCc2nnc(-c3ccc(Cl)cc3)o2)cc1,2.2,4.8,-10.4,1.9,-0.3,97.0,-6.0,2.1,-0.2,14.8
Cc1cccc(NC(=O)c2nc[nH]c2C(=O)N[C@@H](Cc2ccccc2)C(=O)OC(C)(C)C)c1,-15.3,-0.6,6.6,6.3,0.9,98.0,-4.4,-2.4,-2.7,9.2
Cc1cc(NC(=O)CSc2nc(CCC3CCCC3)nc3ccccc23)no1,1.5,-2.3,6.5,-3.5,4.6,101.0,-5.5,24.9,2.0,11.8
N#CC1CN(Cc2ccccc2)CN(Cc2ccccc2)C1,1.9,1.5,1.6,-7.2,-2.6,101.0,5.1,-5.9,-1.7,0.6
CC(C)Oc1ccc(S(=O)(=O)N2CCOCC2)cc1NC(=O)C1CCCCC1,2.2,2.0,2.4,-6.4,-1.9,98.0,-5.9,-14.4,2.5,3.8
CN(C)CC(=O)Nc1nc(-c2ccccc2)cs1,-1.4,13.6,3.7,1.3,-1.9,101.0,-10.1,-20.3,-0.5,4.6
Cc1ccc(/C=C/C2=NN(Cc3ccccc3)C(=O)CC2)cc1,-3.2,-2.9,0.4,-5.5,1.4,107.0,-8.1,-9.8,-0.5,-1.8
O=C(CS(=O)(=O)c1ccccc1)Nc1ccc(S(=O)(=O)Nc2ncccn2)cc1,1.0,1.9,7.7,-1.2,-3.0,104.0,4.7,20.4,0.6,2.0
Cc1ccc(Cl)cc1NS(=O)(=O)c1cc2[nH]c(=O)c(=O)[nH]c2cc1C,7.1,5.2,11.3,0.7,-0.7,99.0,1.5,-2.4,2.5,2.5
CC(Oc1ccc(S(=O)(=O)N2CCCC2)cc1[N+](=O)[O-])C(=O)NC(C)c1ccccc1 (configuration not stated),-1.4,9.8,0.8,2.7,-2.7,98.0,-5.7,1.3,0.0,1.7
c1ccc(CCCN2CCN(c3ccccc3)CC2)cc1,-3.2,17.5,1.4,-4.3,0.2,101.0,-2.0,-21.4,-2.1,-5.0
COc1ccc(OCc2nnc(NC(=O)Nc3ccccc3F)s2)cc1,-2.8,-1.4,0.9,0.1,8.3*,104.0,-4.0,-0.2,-1.1,14.1
OC(c1ccc(Cl)cc1)c1ncc(-c2cccc(C(F)(F)F)c2)[nH]1 (configuration not stated),-16.7,-0.5,/,-3.9,5.8,93.0,-26.4,-4.4,0.4,4.0
COc1cc(OC)cc(C2=Cc3ccccc3C(CC(=O)c3ccco3)N2c2ccc(-c3cccnc3)cc2)c1 (configuration not stated),5.6,-7.7,/,1.2,/,105.0,/,18.7,/,/
CCN(CC)CCCn1c(C)cc2c(c1=O)C(c1ccc(OC)c(OC)c1OC)C(C#N)=C(N)O2 (configuration not stated),-2.2,-9.7,0.9,-1.6,-0.4,106.0,7.9,-12.5,1.9,-6.2
COc1ccc(C(OCC(O)CNCCc2ccc(S(N)(=O)=O)cc2)c2ccc(OC)cc2)cc1 (configuration not stated),5.4,-3.5,0.3,-0.5,-0.2,100.0,1.0,-20.9,-3.0,5.0
COc1ccc(-c2ccc3c(c2)S(=O)(=O)c2cccc(C(=O)NC[C@@H]4CCCO4)c2C3=O)cc1OC,-2.3,4.9,-7.0,14.7*,4.1,93.0,63.2*,-12.3,-3.9,4.2
CCOc1cc(S(=O)(=O)n2c(C)nc3ccccc32)ccc1F,-7.0,1.2,-4.6,0.3,-1.7,91.0,4.3,-17.8,6.0,16.1
CN(CCNC(=O)C1CC(=O)N(c2ccc(F)c(Cl)c2)C1)Cc1ccccc1 (configuration not stated),1.4,-4.8,3.7,-5.2,0.7,96.0,0.1,3.1,-2.8,-0.9
Cc1cc(C)n2nc(C(=O)OCC(=O)N3CCC3)nc2n1,0.0,-0.7,1.2,3.8,-0.6,102.0,13.1,7.1,1.1,9.4
COc1ccc(C2C(C(=O)c3sc(C)nc3C)=C(O)C(=O)N2CCN(C)C)cc1OC (configuration not stated),-9.7,-8.8,-5.4,0.9,-0.1,103.0,3.0,-10.1,1.6,-0.7
COC(=O)/C=C1\S/C(=N/N=C/c2ccccc2)NC1=O,-1.4,-8.7,1.3,-1.2,-4.0,100.0,-4.7,-30.6,3.1,8.1
CN[C@H]1C[C@H]2c3[nH]c4ccccc4c3CCN2C(=O)[C@H]1[C@H](C)O,4.5,1.1,2.2,-1.6,-0.4,101.0,13.0,-7.9,2.8,1.0
Cc1ccccc1C(=O)Nc1cccc(NC(=S)NC(=O)c2cccs2)c1,2.9,-5.9,-3.8,1.7,4.6,99.0,-4.2,1.2,1.9,9.2
O=C(CN1CCN(c2ccc(F)cc2)CC1)Nc1cc(C(F)(F)F)ccc1Cl,3.5,-2.4,-0.3,1.9,2.0,100.0,-11.4,-20.2,4.1,-4.8
COc1ccccc1OCCNC(=O)CN1C(=O)NC2(CCCC2)C1=O,2.1,5.0,-2.3,-0.9,-2.5,100.0,0.7,7.2,0.7,6.4
Cc1ccc(S(=O)(=O)N2[C@@H](c3ccc(F)cc3)C(C(=O)O)=CC[C@H]2c2ccc3c(c2)OCO3)cc1,4.3,7.2,7.3,-3.5,-0.7,97.0,0.4,-18.3,1.9,4.7
CCCn1c(N)c(N(CCOC)C(=O)C2CCCC2)c(=O)[nH]c1=O,-0.2,-4.0,-7.3,-1.9,-1.7,105.0,13.1,12.2,-1.2,-0.9
Cc1cc(=O)[nH]c(SCCc2ccccc2)n1,0.0,0.8,-5.0,1.8,0.2,99.0,6.9,-38.3,1.1,-1.3
CCc1ccc(CC2(O)CC(C)N(C)CC2C)cc1 (configuration not stated),1.4,-14.6,-3.9,-2.1,1.1,99.0,4.6,-28.1,3.1,22.5
CCCn1c(N)c(N(CCOC)C(=O)c2ccc(F)cc2)c(=O)[nH]c1=O,4.3,1.1,-2.5,7.5,0.2,100.0,4.3,7.0,2.9,-6.5
CCn1c(SCC(=O)Nc2ccc(S(=O)(=O)Nc3onc(C)c3C)cc2)nnc1-c1ccccc1,5.7,0.7,4.6,3.9,-0.7,98.0,-2.6,17.9,-0.5,12.3
O=C(NCc1ccco1)C1CCCN1C(=O)NCc1ccccc1 (configuration not stated),0.2,-13.4,-6.2,1.8,-1.6,93.0,5.3,-4.8,0.7,-0.8
CCOC(=O)c1cc(-c2ccccc2)nn1CC1CC(c2cccc([N+](=O)[O-])c2)=NO1 (configuration not stated),-12.3,-2.8,6.7,10.4,-0.2,95.0,2.7,-33.2,3.1,8.4
Cc1cc(C)c2nc(N(CCCN(C)C)C(=O)c3ccc(S(=O)(=O)N4CC(C)OC(C)C4)cc3)sc2c1 (configuration not stated),-12.1,3.2,3.2,-12.3,-3.5,92.0,14.4,-19.3,-5.0,6.5
Cn1cc(Cl)c(C(=O)OCC(=O)Nc2nc(-c3ccc(Br)cc3)cs2)n1,-4.2,-3.5,1.0,3.8,2.0,97.0,-5.4,-70.4,-1.3,0.4
COc1ccc(S(=O)(=O)NCCCCOc2ccc(Cl)cc2)cc1,-8.7,-5.5,-9.3,-3.0,2.6,86.0,-14.6,6.3,-1.1,3.8
CC(NC(=O)Cc1c(F)cccc1Cl)C1CCCO1 (configuration not stated),0.3,-11.9,0.0,-2.0,-0.7,97.0,3.3,-30.6,2.6,5.0
# The listing continues.
SMILES,ABHD5 PLIN5 PPI,NOD2 RIPK2 PPI,TLR9-MyD88 inh,m5-HT2A agonist,MC4R ag barr,ABCB6 inh 2,Cardio protect,SRC2 inh,Glyco luc inh,MC4R antagonist
O=C(CSc1nnc(-c2ccc(S(=O)(=O)N3CCCC3)cc2)o1)NCc1ccccc1,9.2,16.9,-8.8,5.3,0.7,101.0,1.3,14.6,0.4,-6.4
COc1ccc(Cl)cc1Cn1c(C)c(C(=O)NCc2ccc3c(c2)OCCO3)sc1=O,-3.0,1.1,/,-7.0,0.9,100.0,0.0,-2.4,-9.3,4.9
N/C(=N\NC(=O)c1sccc1OCc1ccc(Cl)cc1Cl)c1ccccn1,1.0,-8.8,3.5,-6.7,-3.6,101.0,54.8*,-109.1,-3.7,2.4
CCOC(=O)C1CCN(C(C)=C2C(=O)c3ccccc3C2=O)CC1,9.6,-2.9,-4.8,1.9,-2.0,99.0,2.3,5.4,0.9,0.4
CC(C)N1CCC1(C)C(=O)Nc1ccc2cn[nH]c2c1 (configuration not stated),-0.6,-15.5,/,1.1,-0.2,91.0,6.1,-3.9,1.2,2.9

# These rows are one share of the data, so the mix of outcomes need not match the whole.
